# Source: PubChem BioAssay (National Center for Advancing Translational Sciences (NCATS))
# KinaseGlo FLuc: Kinase-Glo luciferase inhibition (counter-screen); Q27757; Kinase-Glo luciferase, ATP luminescence, 8 min; Potency, µM (series often up to 38.3 µM), for inactives: at the top dose activity change, negative = inhibition, actives largely listed as inhibitors; actives 0.28% (n = 200,000); note: % is set by controls: 0 for no effect and ±100 for the full control effect; nearly all actives have a fitted effect of over 60% in size
#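 Light output from Kinase-Glo luciferase with luciferin and 10 uM ATP in 50 mM imidazole pH 7.2, KCl, MgCl2, Tween 20, BSA; compound pin-delivered, 8-min ambient incubation, then luminescence read.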
# LMNA splice mod: modulators of lamin A splicing | HeLa LMNA splicing GFP/RFP minigene ratio, 48 h | Potency, µM (doses to about 46.1 µM), for inactives: top-dose ratio change, negative = inhibition, hits mostly inhibitors | AID 1487 | actives 0.01% (n = 200,000); active = well fitted inhibition curve with a large enough effect in the signal ratio, with a control signal flat, not every such curve was filed as active; inconclusive = small, poorly fitted or top-dose-only effect, or effect the other way, or a change in a side signal; the % refers to the signal ratio; note: % is set by controls: 0 for no effect and ±100 for the full control effect
#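 Read-out is the ratio of GFP to DsRed2 object intensity, acquired by 488 nm laser-scanning cytometry on HeLa lamin A-EGFP minigene reporter cells. Compound incubation 48 hrs at 37 °C in Opti-MEM with 2% FBS; DMSO 0.5% final.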
# RECQ1 helicase: blocks DNA unwinding by human RECQ1. P46063. RECQ1 DNA unwinding, red fluorescence kinetic read. Potency, µM (series often up to 57.3 µM), without a hit: at the top dose activity, negative = inhibition, usual class: inhibitors. actives 0.54% (n = 240,000);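 note: plate controls were vehicle for no effect and no enzyme for full effect; nearly all actives have a fitted effect of over 30% in size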
#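 50 nM RECQ1T1 preincubated 15 min with compound in Tris pH 8.0 buffer with MgCl2, DTT, Tween-20 and 2.5 ug/ml poly(dI-dC); started with 200 nM TAMRA/BHQ-2 forked duplex and 2 mM ATP. Unwinding read as fluorescence (525/598 nm), two reads 2 h apart.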
# Tau ThT inhib: inhibitors of human tau fibril formation, thioflavin T binding; recombinant tau K18 P301L (four-repeat tau fragment), heparin-induced fibrillization, ThT fluorescence; Potency, µM (series often up to 57.4 µM), for the others: top-dose activity, negative = inhibition, actives largely listed as inhibitors; actives 2.1% (n = 270,000); note: % is set by controls: 0 for no effect and ±100 for the full control effect; nearly all actives have a fitted effect of over 55% in size
# Target sequence (P10636 561-689 P618L limits assumed): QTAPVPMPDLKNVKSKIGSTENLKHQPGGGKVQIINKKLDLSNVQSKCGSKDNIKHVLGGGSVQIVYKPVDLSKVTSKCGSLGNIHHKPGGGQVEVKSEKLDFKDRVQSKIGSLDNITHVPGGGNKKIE
#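 Recombinant human tau K18 fragment […] carrying P301L, 15 uM unlabeled plus 0.24 uM Alexa 594-labeled, was fibrillized with 20 uM heparin in 100 mM sodium acetate pH 7 for 6 hr at 37 C; 30 uM ThT fluorescence read after 1 hr.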
# SMN2 splice up: increases expression of the SMN2 splice variant | HEK293 SMN2-luciferase splicing reporter, luminescence, 30-36 h | Potency, µM (titrated, usually from 46.1 µM), for inactives: at the top dose activity change, positive = activation, hits mostly activators | actives 2.8% (n = 210,000) | AID 1458; note: % of control where 0% means no effect; nearly all actives have a fitted effect of over 55% in size
#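 HEK293 cells carry an SMN2 […]–luciferase reporter in which exon 7 inclusion puts luciferase in frame. Cells were plated 10-12 h before compound addition, then incubated 30-36 h at 37C. ONE-Glo luminescence was read; sodium butyrate at 4.5 mM final served as control.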
# ALDH1A1 block: inhibitors of human aldehyde dehydrogenase 1A1. Purified ALDH1A1, NADH fluorescence, propionaldehyde substrate. Potency, µM (doses to about 75.3 µM), for the others: at the highest dose activity, negative = inhibition, usual class: inhibitors. AID 1030. actives 7.3% (n = 220,000); active = well fitted inhibition curve with a large enough effect, not every such curve was filed as active; inconclusive = small, poorly fitted or top-dose-only effect, or another doubt; inactive = no such curve, though single readings can be large or run the other way;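 note: plate controls were no enzyme wells and a reference inhibitor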
# Target sequence (P00352 whole entry, looked up): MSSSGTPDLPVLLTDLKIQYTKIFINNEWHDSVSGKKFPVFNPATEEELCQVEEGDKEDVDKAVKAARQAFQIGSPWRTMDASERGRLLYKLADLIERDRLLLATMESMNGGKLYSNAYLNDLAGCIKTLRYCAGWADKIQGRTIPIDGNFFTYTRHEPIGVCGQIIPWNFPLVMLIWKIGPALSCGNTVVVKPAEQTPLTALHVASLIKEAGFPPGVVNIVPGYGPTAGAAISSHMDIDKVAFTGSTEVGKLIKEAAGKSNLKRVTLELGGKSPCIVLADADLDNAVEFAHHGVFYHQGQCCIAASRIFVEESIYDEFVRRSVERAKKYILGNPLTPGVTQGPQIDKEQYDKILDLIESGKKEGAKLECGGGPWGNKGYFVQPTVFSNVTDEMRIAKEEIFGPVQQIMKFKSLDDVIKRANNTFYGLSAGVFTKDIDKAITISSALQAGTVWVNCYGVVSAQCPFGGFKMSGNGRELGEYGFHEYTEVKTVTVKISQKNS
# L3MBTL1 block: inhibitors of human L3MBTL1. Q9Y468. AlphaScreen L3MBTL1–H3K9me1 peptide binding. Potency, µM (titrated, usually from 57.1 µM), for the others: top-dose activity, negative = inhibition, actives largely listed as inhibitors. actives 0.66% (n = 230,000); note: % is set by controls: 0 for no effect and ±100 for the full control effect; nearly all actives have a fitted effect of over 60% in size
#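 AlphaScreen proximity signal between nickel-chelate acceptor and streptavidin donor beads (final 10 ug/mL) reports binding of 50 nM L3MBTL1 to 75 nM biotin-H3 K9me1 peptide; complex incubated with compounds 30 min at room temperature; cefsulodin titration as control.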
# KDM4E inh: JMJD2E (human) inhibition. B2RXH2. JMJD2E catalytic domain, FDH-coupled NADH fluorescence (FDH is formaldehyde dehydrogenase). Potency, µM (doses to about 57.1 µM), for the others: at the highest dose activity change, negative = inhibition, hits mostly inhibitors. actives 1.6% (n = 230,000); active = well fitted inhibition curve with a large enough effect, not every such curve was filed as active; inconclusive = small, poorly fitted or top-dose-only effect, or another doubt; inactive = no such curve, though single readings can be large or run the other way;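 note: 0% = wells with enzyme and -100% = buffer wells without enzyme; nearly all actives have a fitted effect of over 50% in size; many of its hits are not listed in these tables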
# Target sequence (B2RXH2 1-337 limits assumed): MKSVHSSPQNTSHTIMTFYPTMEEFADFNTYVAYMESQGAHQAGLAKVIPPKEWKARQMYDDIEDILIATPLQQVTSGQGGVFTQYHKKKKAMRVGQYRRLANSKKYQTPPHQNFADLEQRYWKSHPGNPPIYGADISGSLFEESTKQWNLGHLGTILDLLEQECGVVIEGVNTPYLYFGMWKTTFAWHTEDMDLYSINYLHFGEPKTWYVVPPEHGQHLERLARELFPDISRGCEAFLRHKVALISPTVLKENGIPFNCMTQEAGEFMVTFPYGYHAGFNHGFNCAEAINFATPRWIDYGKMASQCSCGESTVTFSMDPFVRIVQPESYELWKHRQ
# Numbers without * were called inactive; i = inactive; ? = inconclusive; . = not tested or not shown; & = joins results of further samples; [ ] = dose if it differs, or a comment. Unless noted, calls come from the whole dose curve; as a rule, active = well fitted curve in the direction sought with a large enough effect; inconclusive = small, poorly fitted or top-dose-only effect, or another doubt; inactive = no such curve, though single readings can be large; an effect the other way counts as inactive or inconclusive. Potency is the fitted concentration of half-maximal effect. Only part of the results is shown, so the mix of outcomes need not match the whole.
SMILES,KinaseGlo FLuc,LMNA splice mod,RECQ1 helicase,Tau ThT inhib,SMN2 splice up,ALDH1A1 block,L3MBTL1 block,KDM4E inh
Clc1cccc(Cl)c1C1N2CCCN12 (centres undefined),2%,-5%,0%,-4%,-40%[inhibitor],-8%,.,4%
CCOP(=S)(OCC)SCCSCC,.,.,-20%,.,-5%,14µM*,29%,.
O=C(Cn1nc(-c2ccc(Cl)cc2)ccc1=O)N1CCC2(CC1)OCCO2,-1%,.,-2%,-7%,5%,2%,.,?
CC(C)C(C)/C=C/C(C)C1CCC2C3=CC=C4CC(O)CCC4(C)C3CCC21C (centres undefined),-4%,.,0%,?,-4%,?,.,-14%
COc1ccc(-c2nc3ccccc3c(=O)o2)cc1,?,?,-7%,?,11µM*,?,3%,25µM*
Cc1cccc(OP(=O)(Oc2cccc(C)c2)OC(c2ccccc2)C(F)(F)F)c1 (centres undefined),2%,9%,-6%,-16%,-15%,5%,112%[activator],0%
Cc1cccc(N2C(=O)/C(=C/c3ccc(N4CCN(C)CC4)o3)C(=O)NC2=S)c1C,-13%,8%,-17%,2%,?,14µM*,-11%,2%
CC1(C(O)(C#CCN2CCCCC2)c2ccccc2)CCCC1 (centres undefined),7%,?,-1%,-9%,-70%[inhibitor],?,.,-21%
O=C1NC(=O)N(CCNc2ncc(C(F)(F)F)cc2Cl)C(=O)C1Cc1ccc(Cl)cc1 (centres undefined),-1%,25%[46 µM],i,?,-10%,?,-1%,-4%
Cc1ncoc1C(=O)NCCC(c1ccccc1)c1ccccc1,12%,.,-3%,-1%,-51%[inhibitor],?,.,-2%
O=C(c1cccnc1)c1cc2ccccc2[nH]1,-4%,2%,0%,-4%,12%,2%,4%,0%
Cc1nc2cc(C(=O)N3CCC4(CC3)OCCO4)ccc2n1-c1cccc(F)c1,5%,9%,-6%,-8%,-10%,25µM*,.,-1%
N#Cc1cccc(NC(=O)N2CC[C@@]3(CCCN(C(=O)Oc4ccccc4)C3)C2)c1,-5%,.,-3%,.,-42%[inhibitor],-16%,.,.
Cc1o[nH]c(=O)c1CC(N)C(=O)O (centres undefined),-2%,-15%,-3%,-4%,-11%,7%,.,-3%
CC1(C)C2([N+](=O)[O-])CN3CC1([N+](=O)[O-])CN(C2)C3c1cccnc1 (centres undefined),.,.,i,3%,.,-2%,16%,2%
COc1cc(OC)cc(C2(C#N)CCN(C)CC2)c1,.,.,0%,-7%,.,.,1%,0%
COc1ccc(N2CC2c2ccncc2)cc1 (centres undefined),-4%,.,23%,-2%,-22%,-8%,?,2%
COC(=O)c1ccc(N=C(c2ccccc2)c2c(O)n(C)c(=O)n(C)c2=O)cc1,.,.,-5%,?,.,.,-14%,-20%
O=c1c2ccccc2nc(N2CCCC2)n1-c1ccc(Cl)cc1,-5%,-3%[0.0737 µM],-8%,-8%,-23%,?,1%,?
CCN1CCN(C(=O)COc2ccc(S(=O)(=O)NC(C)C)cc2)CC1,-2%,-6%,7%,-3%,-1%,13%,8%,2%
CCOc1ccc(N2C(=O)NC(=O)/C(=C\c3cc(OC)c(OC)cc3[N+](=O)[O-])C2=O)cc1,-5%,-6%,-4%,14µM*,12%,11µM*,-8%,.
O=C1NC(=O)C(CCc2ccncc2)(CCc2ccncc2)C(=O)N1C1CCCCC1,0%,11%[46 µM],10%,-7%,.,2%,7%,-7%
CNC(=S)N/N=C1\C2CN3CCN(C2)CC1(c1ccccc1)C3,-6%,-4%,9%,2%,-24%,-2%,-10%,-10%
Cc1cc(C)n(-c2ccc(NN=C(C#N)C#N)cc2)n1,.,.,-2%,5µM*,.,?,-16%,-22%
CCN(CC)C(=O)N[C@H]1C[C@@H]2c3cccc4[nH]cc(c34)C[C@H]2N(C)C1,0%,-1%,-9%,-14%,-15%,-6%,-10%,-12%
# (more compounds)
SMILES,KinaseGlo FLuc,LMNA splice mod,RECQ1 helicase,Tau ThT inhib,SMN2 splice up,ALDH1A1 block,L3MBTL1 block,KDM4E inh
COP(=O)(NC(=O)C(Cl)(Cl)Cl)OC,.,.,-3%,4%,.,.,46%[activator],-12%
Cc1cc([P+](=O)O)c(C)n1-c1ccc(Br)cc1,1%,0%,-6%,?,1%,-3%,2%,-4%
CC1CC(NC(=O)C2C3CCC(O3)C2C(=O)O)CC(C)(C)C1 (centres undefined),1%,?,-6%,-11%,-18%,-6%,2%,-5%
Cc1nc2ccc(N3CCN(C)CC3)cc2nc1C,0%,-1%[46 µM],-15%,-5%,?,-1%,-22%,?
Fc1ccccc1CCNCc1cccc(Cl)c1Cl,-4%,8%,7%,-1%,6%,-2%,24%,-2%
CCOC(=O)C(O)(c1ccc(NC(=S)NC(=O)c2ccc(Cl)cc2Cl)c(C)c1)C(F)(F)F (centres undefined),-1%,?,-4%,?,-83%[inhibitor],18µM*,-4%,-14%
CN1CN(c2cccc([N+](=O)[O-])c2)CN=C1N[N+](=O)[O-],-2%,.,i,0%,7%,-12%,11%,-4%
COCCOC(=O)c1c(N)n(Cc2ccccc2)c2nc3ccccc3nc12,-5%,-12%,i,?,27%,?,.,?
CCOc1ccc(CC2C(=O)NC(=O)N(c3ccc(CC)cc3)C2=O)cc1 (centres undefined),9%,?,-8%,-9%,-22%,22µM*,.,-3%
CN(C[C@H](c1ccccc1)N(C[C@H](Cc1ccccc1)N(CCc1ccccc1)N=O)N=O)N=O,.,.,-20%,-5%,.,?,-5%,4%
CC(C)(C)C(=O)OCC12CCC(O1)C1(C)C(=O)OCC21 (centres undefined),6%,-1%,13%,-4%,?,2%,-9%,4%
CS(=O)c1ccc(-c2nc(-c3ccc(F)cc3)c(-c3ccncc3)[nH]2)cc1 (centres undefined),1%&1%,.,6%&-12%&7%,6%&-3%&-6%,20%,?,.,?
Cn1c(O)c(C=NCCN2CCN(C(=O)Nc3ccccc3)CC2)c(=O)n(C)c1=O,.,.,-2%,-7%,.,.,4%,-4%
CCCCn1c(O)c(C(C)=Nc2c(C)n(C)n(-c3ccccc3)c2=O)c(=O)[nH]c1=O,.,2%,-5%,-11%,.,-1%,4%,3%
COc1ccc(CN2C(=O)CC(=O)NC2=O)cc1,.,5%,-5%,25µM*,.,?,-10%,-2%
Nc1ccncc1,5%,?,-6%&-16%&15%&-2%,6%&1%&-1%&5%&-1%&-3%&2%,-31%&8%&7%&-3%&1%[inhibitor],10%&5%&-2%&2%&16%&9%&-1%,11%,10%&3%&10%&0%
COc1ccc(Br)cc1CN1CCN(CCO)CC1,0%,12%,i,-1%,-14%,6%,10%,-3%
COc1cc(/C=C2/C(=O)N(c3ccccc3)N=C2C)ccc1OS(=O)(=O)c1ccccc1,1%,-1%,0%,14µM*,8%,?,?,0%
Cc1ccc(NC(=O)CSc2nnc([C@@H](N)Cc3c[nH]c4ccccc34)o2)c(C)c1,-4%,15%,19%,-9%,7%,25µM*,-13%,9%
c1ccc2c(c1)Nc1ccccc1S2,-1%,?,-5%&-12%,?,-5%&-23%,1%&-6%,-10%,11%
COc1ccc(C(=O)C2CCCN(C3CSCCSC3)C2)cc1OC (centres undefined),0%,?,-9%,-16%,.,-2%,-14%,?
C=CCn1c(O)c(C(C)=Nc2cccc(C(=O)O)c2)c(=O)[nH]c1=O,.,.,-4%,-11%,.,.,5%,?
CCN(CC)c1ccc(N=Cc2c(O)n(-c3ccccc3C)c(=O)[nH]c2=O)cc1,0%,4%,-15%,20µM*,0%,-14%,-16%,-25%
O=C1C=C2C=C[C@H]3C[C@]2(O1)[C@@H]1CCCCN13,3%,?,0%,?,-54%[inhibitor],11%,2%,4%
CCOC(=O)C1SC2(C(F)F)CC1(O)c1c(c(OC)c3occc3c1OC)O2 (centres undefined),-2%,-12%,0%,-7%,7%,-6%,-2%,-3%
OC(c1ccccc1)(c1ccccc1)C1CN2CCC1CC2 (centres undefined),-3%,?,i,-1%,.,7%,2%,-2%
CCCCCc1cc(O)c2c3c(c(=O)oc2c1)CN(C)CC3,-4%,.,5%,?,-8%,?,-8%,-11%
O=C1/C(=C/c2cc([N+](=O)[O-])ccc2Cl)N2CCC1CC2,-3%,-3%,-5%,-19%,-11%,?,5%,-1%
NCC1(c2ccc3c(c2)OCCO3)CCCC1,-5%,?,-7%,11%,27%,-5%,.,5%
CCOC(=O)c1c(N)n(Cc2ccccc2)c2nc3ccccc3nc12,-4%,12%,i,-10%,-22%,?,39%[activator],?

# Given with tabs: 6 of the compounds above.
Molecule	KinaseGlo FLuc	LMNA splice mod	RECQ1 helicase	Tau ThT inhib	SMN2 splice up	ALDH1A1 block	L3MBTL1 block	KDM4E inh
CS(=O)c1ccc(-c2nc(-c3ccc(F)cc3)c(-c3ccncc3)[nH]2)cc1 (centres undefined)	1%&1%	.	6%&-12%&7%	6%&-3%&-6%	20%	?	.	?
Cn1c(O)c(C=NCCN2CCN(C(=O)Nc3ccccc3)CC2)c(=O)n(C)c1=O	.	.	-2%	-7%	.	.	4%	-4%
CCCCn1c(O)c(C(C)=Nc2c(C)n(C)n(-c3ccccc3)c2=O)c(=O)[nH]c1=O	.	2%	-5%	-11%	.	-1%	4%	3%
COc1ccc(CN2C(=O)CC(=O)NC2=O)cc1	.	5%	-5%	25µM*	.	?	-10%	-2%
Nc1ccncc1	5%	?	-6%&-16%&15%&-2%	6%&1%&-1%&5%&-1%&-3%&2%	-31%&8%&7%&-3%&1%[inhibitor]	10%&5%&-2%&2%&16%&9%&-1%	11%	10%&3%&10%&0%
COc1ccc(Br)cc1CN1CCN(CCO)CC1	0%	12%	i	-1%	-14%	6%	10%	-3%
